TRPC4 potent: positive allosteric modulators of TRPC4, primary screen, cell-based, mouse TRPC4beta, HEK293 mu-opioid, Fluo-4 calcium; 310,000 compounds, 0.42% hits; B-score at 10 µM; Short transient receptor potential channel 4 (Mus musculus), Q9QUQ5; DAMGO EC20, Fluo-4 Ca2+ flux; hits give high values;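 active = B-score of calcium response area above 5 SD of library B-scores, with initial fluorescence ratio within 5 SD of library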;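 note: B-score of integrated fluorescence ratio over time as area under calcium response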
SKKanGAS inh: S. pyogenes SKKanGAS growth inhibitors in kanamycin, primary screen, streptokinase expression inhibitor project, SKKanGAS strain, BacTiter-Glo luminescence. 6 h. inhibition, % at 7.5 µM. 300,000 compounds, 1.3% hits;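 active = mean replicate score, as percent of positive control median, at least 50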;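 note: strain carries kanamycin resistance gene driven by streptokinase promoter and grows in 40 µg/ml kanamycin; loss of luminescence reflects streptokinase promoter inhibition or plain growth inhibition; 0% = median of DMSO wells and 100% = positive control at its reference dose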
MrgX1 antag: antagonists of human MrgX1 receptor, primary screen, HEK293 cells, Fluo-4 calcium flux | BAM8-22 antagonism; hits give low values | B-score at 10 µM | 310,000 compounds, 1.3% hits;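 active = calcium-response B-score plate-corrected more than 3 library SD below zero, starting fluorescence within 5 deviations, no agonist response on first addition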;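 note: peak minus trough fluorescence over baseline after final BAM8-22 challenge near maximal dose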
TRPC4 inh: inhibitors of mouse TRPC4 channel, primary screen, Fluo4 calcium, HEK293 TRPC4beta/mu-opioid cells; Short transient receptor potential channel 4 (Mus musculus), Q9QUQ5; AID 2247, 2010; 300,000 compounds, 0.39% hits; B-score at 10 µM; DAMGO-evoked Fluo4 calcium flux; hits give low values;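 active = B-score over 3 SD under the library average, no early fluorescence shift, positive overall ratio signal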
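Assay system: Stable TRPC4beta/mu-opioid receptor HEK293 cells | Reagent: DAMGO in two steps, submaximal then maximal | Compound dosing: Single concentration per test compound | Signal: Fluo4 Ca2+ flux fluorescence | Evaluation: Per-well B score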
TRPC6 activator: mouse TRPC6 channel activators, primary screen, cell-based, HEK293, membrane potential dye; HEK293-TRPC6 membrane potential dye fluorescence; hits give high values; B-score at 10 µM; 310,000 compounds, 0.13% hits;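 active = B-score of the integrated fluorescence ratio above library mean plus 3 SD, and starting fluorescence ratio within library mean plus 5 SD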;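 note: higher score means more depolarization so channel activation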
Target sequence (Q61143 whole entry, looked up): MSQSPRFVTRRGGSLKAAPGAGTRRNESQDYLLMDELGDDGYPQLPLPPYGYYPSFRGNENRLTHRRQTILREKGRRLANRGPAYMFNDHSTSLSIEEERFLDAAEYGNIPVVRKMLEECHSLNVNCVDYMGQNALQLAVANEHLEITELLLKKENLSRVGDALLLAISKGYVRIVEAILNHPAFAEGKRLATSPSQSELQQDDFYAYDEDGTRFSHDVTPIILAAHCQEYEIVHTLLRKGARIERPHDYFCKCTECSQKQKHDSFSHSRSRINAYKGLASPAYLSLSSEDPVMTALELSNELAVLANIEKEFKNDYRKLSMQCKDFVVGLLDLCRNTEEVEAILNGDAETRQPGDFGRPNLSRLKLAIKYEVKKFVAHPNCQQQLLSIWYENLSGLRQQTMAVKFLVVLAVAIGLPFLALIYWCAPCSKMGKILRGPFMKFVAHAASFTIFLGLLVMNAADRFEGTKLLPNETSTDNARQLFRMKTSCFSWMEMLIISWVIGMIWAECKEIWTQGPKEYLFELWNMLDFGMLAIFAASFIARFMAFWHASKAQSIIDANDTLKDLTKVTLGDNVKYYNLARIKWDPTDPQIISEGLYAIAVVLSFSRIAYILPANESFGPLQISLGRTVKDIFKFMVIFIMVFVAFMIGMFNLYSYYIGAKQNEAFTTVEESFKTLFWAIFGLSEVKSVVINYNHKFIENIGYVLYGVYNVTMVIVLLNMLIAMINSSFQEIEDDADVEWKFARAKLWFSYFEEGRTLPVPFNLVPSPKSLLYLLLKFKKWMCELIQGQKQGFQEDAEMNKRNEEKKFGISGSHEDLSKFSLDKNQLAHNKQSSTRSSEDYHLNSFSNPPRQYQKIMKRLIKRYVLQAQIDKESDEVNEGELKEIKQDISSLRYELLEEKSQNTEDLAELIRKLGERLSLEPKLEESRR
TRPC4 agonist: activators of mouse TRPC4 channel, primary screen, Fluo4 calcium, HEK293 TRPC4beta/mu-opioid cells; 310,000 compounds, 0.49% hits; Fluo4 calcium fluorescence; hits give high values; AID 2237, 2010; B-score at 10 µM;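 active = B-score above 5 SD of library B-scores, and initial fluorescence ratio not above library mean plus 5 SD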;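 note: positive B-score marks a calcium rise read as TRPC4 activation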
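system = HEK293 cells stably co-expressing mouse TRPC4beta and mu-opioid receptor | schedule = Fluo4 dye loading 45 min at room temperature, 110 s recording | measure = B-scored integrated calcium fluorescence ratio | signal = Fluo4 calcium-sensitive dye fluorescence, kinetic, 1 Hz baseline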
KLF5 inh: KLF5 expression inhibitors, primary screen, DLD-1 cells, luminescence | 290,000 compounds, 0.23% hits | DLD-1 KLF5 promoter-luciferase reporter | inhibition, % at 5 µM;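 active = inhibition above a per-plate limit of that plate's mean compound inhibition plus 3 SD, cut at about 60% in these data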;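 note: 0% = DMSO wells and 100% = LY294002 at 200 µM; higher means less KLF5 promoter-driven luciferase light; inactives centre near -14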
IEC-6 cytotox: cytotoxicity in IEC-6 intestinal epithelial cells, primary screen, cytotoxicity control for KLF5 inhibitor project, cell-based, luminescence; IEC-6 cytotoxicity, luminescence viability; inhibition, % at 5 µM; 290,000 compounds, 0.78% hits; AID 1825, 2009; in the data active = inhibition above about 22%;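 note: 0% = plate median of test compound wells and 100% = cytotoxic reference compound wells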
HIF activator: HIF pathway transcriptional activators, primary screen, cell-based, U2OS HRE-luciferase, luminescence; activation, % at 7.5 µM (by protocol); U2OS HRE-luciferase reporter; normalized: DMSO 0%, desferrioxamine 100%; 300,000 compounds, 0.32% hits;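 active = mean activation of at least 10% of the iron chelator positive control signal, with at least half of replicates also reaching 10%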
TRPC6 inhibitor: mouse TRPC6 channel inhibitors, primary screen, cell-based, HEK293, membrane potential dye | Short transient receptor potential channel 6 (Mus musculus), Q61143 | 310,000 compounds, 1.1% hits | ACh-evoked depolarization; hits give low values | B-score at 10 µM;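 active = B-score under library mean minus 3 SD, initial fluorescence not abnormally high, positive integrated signal ratio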;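 note: B-score derived from integrated fluorescence ratio over the kinetic read; more negative B-score means stronger inhibition of depolarization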
aSyn 5UTR inh: MLPCN primary screen, SNCA 5' untranslated region | 300,000 compounds, 0.82% hits | inhibition, % (tested at 7.5 µM) | alpha-synuclein 5'UTR reporter, inhibitor activity; in the data active = inhibition above about 60%;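 note: H4 neuroglioblastoma cells stably carrying SNCA 5'UTR luciferase fusion; 0% = DMSO wells and 100% = positive control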
Starred values were filed as active, the others as inactive; i = inactive; · = not tested or not shown.

Order of values: TRPC4 potent	SKKanGAS inh	MrgX1 antag	TRPC4 inh	TRPC6 activator	TRPC4 agonist	KLF5 inh	IEC-6 cytotox	HIF activator	TRPC6 inhibitor	aSyn 5UTR inh
1) COc1cccc(-c2nc(CS(=O)(=O)CC(=O)NC3CCC(C)CC3)c(C)o2)c1 (stereo not drawn)
→ i	0	i	i	i	i	-22	-1	0.0	i	35
2) Cc1ccc(/C=C(\NC(=O)c2ccccc2)C(=O)NCCc2ccccn2)o1
→ i	-6	i	i	i	i	-68	4	-0.2	i	-14
3) CCn1cc(C(=O)N[C@H](C(=O)NCCCO)C(C)C)c(=O)c2cc3c(cc21)OCO3
→ i	4	i	i	i	i	-3	-1	-0.5	i	2
4) Cc1ccc(NC(=S)N(CCCN2CCC(C)CC2)Cc2ccco2)cc1C
→ i	-2	i	i	i	i	-27	-4	0.5	i	-4
5) O=C(NCc1ccc2c(c1)OCO2)c1cc(-c2ccncc2)nc2ccccc12
→ i	-9	i	i	i	i	-22	5	-0.2	i	-13
6) O=C(CCS(=O)(=O)c1ccc(Br)s1)NCc1ccccc1
→ i	-1	i	i	i	i	-12	-3	-0.3	i	2
7) Cc1nc(Nc2cccc(O)c2)c2c3c(sc2n1)CCC3
→ i	-14	i	i	i	i	0	2	-0.1	i	-8
8) Cc1ccc(NC(=O)C2=C(O)c3ccccc3N(C)S2(=O)=O)cc1
→ i	2	i	i	i	i	-21	-1	-0.2	i	-20
9) O=[N+]([O-])c1ccc(S(=O)(=O)N2CCN(Cc3c[nH]c4ccccc34)CC2)cc1
→ i	-4	i	i	i	i	-24	1	-0.1	i	-3
10) Cc1cc(C)c(C)c(OCC(=O)O/N=C(\N)c2cccnc2)c1
→ i	2	i	i	i	i	7	2	0.0	i	-5
11) COCCNc1nnc(SCC(=O)N2CCN(S(=O)(=O)c3ccccc3)CC2)s1
→ i	1	i	i	i	i	-6	2	-0.6	i	2
12) CN(Cc1ccccc1)C(=O)C1CCN(S(C)(=O)=O)CC1
→ i	-3	i	i	i	i	-4	1	-0.2	i	-7
13) Cc1ccc(OCc2cc(C(=O)N(C)CCc3ccccc3)no2)cc1C
→ i	-5	i	i	i	i	-145	-4	4.1	i	-115
14) Cc1cccc(C(=O)NC2CC3CCCC(C2)N3Cc2ccccc2)c1 (stereo not drawn)
→ i	-2	i	i	i	i	-30	1	-0.3	i	0
15) COc1ccc(CNC(=O)/C=C/c2ccc(S(=O)(=O)N3CCOCC3)cc2)cc1
→ i	-1	i	i	i	i	-16	2	0.3	i	-6
16) COc1ccc(CN2CCC(CO)(Cc3cccc(C(F)(F)F)c3)CC2)cc1Cn1cccn1
→ i	-8	i	i	i	i	-18	-1	0.0	i	6
17) Cc1ccc(N2C(=O)CSC23C(=O)Nc2ccccc23)cc1 (stereo not drawn)
→ i	-2	i	i	i	i	-4	4	0.1	i	-6
18) Cc1cc(C)nc(Nc2n[nH]c(-c3ccccc3C)n2)n1
→ i	-9	i	i	i	i	-118	-3	5.2	i	-136
19) Nc1nc(SC23CC4CC(CC(C4)C2)C3)ns1
→ i	11	i	i	i	i	-22	-8	0.4	i	-30
20) CN(C)C(CNC(=O)CCOc1ccccc1)c1ccco1 (stereo not drawn)
→ i	2	i	·	i	i	-18	-2	-0.5	i	-14
21) COc1ccc(N2CC(C(=O)N3CCC(c4nc5ccccc5[nH]4)CC3)CC2=O)cc1 (stereo not drawn)
→ i	18	i	i	i	i	·	·	0.2	i	6
22) CC(=O)c1ccc(NC(=O)c2ccc3c(c2)C(=O)N(c2ccccn2)C3=O)cc1
→ i	2	i	i	i	i	-6	7	0.1	i	3
23) OCCN(Cc1ccccc1)C(=S)Nc1ccc(Cl)cc1Cl
→ i	1	i	i	i	i	-29	4	2.3	i	-30
24) CS(=O)(=O)N(CCc1ccccc1)CC(=O)N1CCN(c2ccc(F)cc2)CC1
→ i	22	i	i	i	i	-36	-2	-0.3	i	-26
25) CC(=O)C1=C(C)Nc2ncnn2C1c1ccccc1OCc1ccccc1 (stereo not drawn)
→ i	-4	i	i	i	i	-1	4	-0.2	i	-19
26) COC(=O)c1ccccc1N(C)C(=O)C12CCC(C)(C(=O)O1)C2(C)C (stereo not drawn)
→ i	2	i	i	i	i	-26	0	-0.4	i	2
27) O=C(Nc1c(F)cc(F)cc1Br)c1ccco1
→ i	-2	i	i	i	i	-18	-7	0.0	i	10
28) CCOc1ccc(S(=O)(=O)NCC2CCCO2)cc1NC(=O)c1ccccc1F (stereo not drawn)
→ i	3	i	i	i	i	-7	-1	-0.1	i	12
29) Cc1nn(-c2cc(Cl)ccc2N)c(=O)c2ccccc12
→ i	1	i	i	i	i	8	1	-0.3	i	1
30) CC1(C)CC(=O)C2=C(C1)Nc1cc(Cl)ccc1S2
→ i	7	i	i	i	i	4	-8	0.0	i	4
31) CSCCC(NC(=O)c1ccccc1Cl)C(=O)N1CCC1 (stereo not drawn)
→ i	-2	i	i	i	i	·	·	0.3	i	10
32) CC(C)c1ccc(N2C(=O)[C@@H]3Cc4ccccc4CN3C2=O)cc1
→ i	1	i	i	i	i	-13	-5	2.4	i	-118
33) Cc1nnc(SCCn2c(N3CCC(C)CC3)nc3c2c(=O)n(C)c(=O)n3C)s1
→ i	-2	i	i	i	i	7	7	-0.3	i	12
34) O=C(CSc1nnc(-c2ccccc2)n1-c1ccccc1)NCc1ccco1
→ i	-3	i	i	i	i	-24	-1	-0.2	i	6
35) COC(=O)c1cc(NC(=O)C2(S(=O)(=O)c3ccc(Cl)cc3)CC2)cc(C(=O)OC)c1
→ i	-5	i	i	i	i	-47	6	-0.2	i	-6
36) CC1CCCC(C)N1C(=O)CN1C(=O)C(C)(C)Oc2ccc(C(=O)NC3CCCC3)cc21 (stereo not drawn)
→ i	-12	i	i	i	i	8	4	0.2	i	9
37) COc1ccc(CNC(=O)C(NC(C)=O)C(=O)Nc2ccc(OC)cc2)cc1 (stereo not drawn)
→ i	1	i	i	i	i	8	5	0.1	i	5
38) CCCSc1ccc([C@H]2N[C@@](CC(C)C)(C(=O)OC)[C@H]3C(=O)N(C)C(=O)[C@@H]23)cc1
→ i	4	i	i	i	i	·	·	0.4	i	14
39) OCC[C@H]1C[C@H](O)[C@@H](O)[C@@]2(CCCCO2)O1
→ i	1	i	i	i	i	-4	4	-0.9	i	10
40) Cc1ccc(-c2nc(C#N)c(NCCN3CCCCC3)o2)cc1
→ i	4	i	i	i	i	-5	4	0.4	i	-45
41) O=C(C1COc2ccccc2O1)N1CCN(Cc2ccc(Br)cc2F)CC1 (stereo not drawn)
→ i	7	i	i	i	i	-19	3	-0.3	i	-29
42) CCc1ccc(CN(C)C(=O)CCc2nnc(CCc3ccccc3OC)o2)nc1
→ i	1	i	i	i	i	-13	-3	0.0	i	-6
43) CCCNC(=O)C(=O)Nc1cc2c3c(c1)CCC(=O)N3CCC2
→ i	-5	i	i	i	i	-8	3	0.4	i	5
44) O=c1c(-c2ccccc2)c(O)cc(-c2ccncc2)n1-c1ccc(Cl)cc1
→ i	-1	i	i	i	i	0	-1	-0.6	i	24
45) CC(Oc1cccc(Cl)c1)c1ccnc2nc(/N=C/N(C)C)nn12 (stereo not drawn)
→ i	0	i	i	i	i	-19	1	-0.1	i	8
46) CC(=O)Cn1ncc(Br)c(Br)c1=O
→ i	-20	·	i	i	i	-33	102*	-7.7	i	-87
47) Cc1nc(/C(N)=N/OC(=O)c2ccccc2Cl)c(C(F)(F)F)o1
→ i	-1	i	i	i	i	-22	8	2.5	i	-131
48) COc1ccc(CN=C2NC(=O)CC(C(=O)Nc3ccccc3C)S2)cc1 (stereo not drawn)
→ i	-8	i	i	i	i	-16	-5	0.0	i	16
49) CC(Sc1nnc(-c2ccco2)n1C)C(=O)Nc1nccs1 (stereo not drawn)
→ i	11	i	i	i	i	·	·	-0.2	i	0
50) N#C/C(=C\c1cccnc1)C(=O)Nc1ccc(SC(F)F)cc1
→ i	-3	i	i	i	i	-14	-2	-0.6	i	1
51) Cc1[nH]c2ccccc2c1CN1CCc2ccccc2C1
→ i	9	i	i	i	i	5	1	0.1	i	-62
52) O=C1CCC(C(=O)N2CCN(c3ccccc3)CC2)CN1CC1CCCCC1 (stereo not drawn)
→ i	-3	i	i	i	i	-65	-6	0.1	i	11
53) COc1ccc(CNC(=O)C/C(C)=N/NC(=O)COc2ccccc2)cc1
→ i	-5	i	i	i	i	-7	-6	-0.3	i	8
54) Cc1ccc2c(CN(C)Cc3cccc(Cl)c3)cc(=O)oc2c1C
→ 11*	33	i	i	i	i	-56	20	-4.8	i	6
55) Cc1nc2nc[nH]n2c(=O)c1CCOC(=O)c1ccccc1F
→ i	9	i	i	i	i	-5	0	-0.1	i	19
56) Cc1cc(/C=C2\C(=N)N3N=CSC3=NC2=O)c(C)n1Cc1ccccc1
→ i	31	i	i	i	i	1	-1	1.8	i	-48
57) Cc1nc2scc(C)n2c(=O)c1S(=O)(=O)NCCc1ccccc1
→ i	-3	i	i	i	i	-37	3	-0.1	i	-12
58) O=C(NCc1ccc(Cl)cc1)C(=O)Nc1nccs1
→ i	0	i	i	i	i	-27	2	-1.3	i	-8
59) O=C(c1cccc(C(F)(F)F)c1)C1CCCN(Cc2cccc(OCCO)c2)C1 (stereo not drawn)
→ i	-4	i	i	i	i	9	-3	-0.1	i	25
60) Cc1ccc(C(=O)NC(=S)Nc2cccc(NC(=O)c3ccccc3Cl)c2)cc1[N+](=O)[O-]
→ i	15	i	i	i	i	-22	4	-0.5	i	5

Other entries follow:
Order of values: TRPC4 potent	SKKanGAS inh	MrgX1 antag	TRPC4 inh	TRPC6 activator	TRPC4 agonist	KLF5 inh	IEC-6 cytotox	HIF activator	TRPC6 inhibitor	aSyn 5UTR inh
61) O=C(COC(=O)[C@@H]1CC(O)CN1S(=O)(=O)c1ccc(Cl)cc1)NC(=O)NCc1ccccc1 (stereo partly drawn)
→ i	1	i	i	i	i	·	·	-0.1	i	-1
62) C/C(CC(=O)Nc1cc(Cl)ccc1C)=N\NC(N)=O
→ i	-20	i	i	i	i	-8	1	1.0	i	-1
63) CCC(C)[C@H](NC(=O)N1CCC(C)CC1)C(=O)OC (stereo partly drawn)
→ i	4	i	i	i	i	-44	1	-0.1	i	31
64) C/C(=N\NC(=O)c1cc(C(C)C)[nH]n1)c1ccco1
→ i	-15	i	i	i	i	-17	1	0.7	i	-29

Screens from PubChem BioAssay.
